Glioma ERSR ind: inducers of ER stress response in human glioma cells; U87-MG GRP78 promoter luciferase reporter, 16 h; Potency, µM, without a hit: at the highest dose activation, usual class: activators; actives 0.02% (n = 420,000); AID 602332; also: potency is read from the fitted curve at half-maximal effect; series mostly up to about 76 µM; % of control where 0% means no effect; nearly all actives have a fitted effect of over 35% in size
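Stably transfected U87-MG glioma cells carrying a GRP78-based luciferase sensor; 16 h compound incubation. Luminescence end-point read 10 min after Bright-Glo addition at room temperature.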
APE1 inh: inhibitors of human APE1 endonuclease. actives 0.35% (n = 350,000). Potency, µM (series often up to 65.8 µM), for inactives: top-dose activity change, negative = inhibition, most hits filed as inhibitors. P27695. recombinant APE1, TAMRA/BHQ-2 abasic DNA cleavage fluorescence;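 also: potency is read from the fitted curve at half-maximal effect; plate controls were vehicle for no effect and reference inhibitor for full effect; nearly all actives have a fitted effect of over 55% in size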
Target sequence (P27695 whole entry, looked up): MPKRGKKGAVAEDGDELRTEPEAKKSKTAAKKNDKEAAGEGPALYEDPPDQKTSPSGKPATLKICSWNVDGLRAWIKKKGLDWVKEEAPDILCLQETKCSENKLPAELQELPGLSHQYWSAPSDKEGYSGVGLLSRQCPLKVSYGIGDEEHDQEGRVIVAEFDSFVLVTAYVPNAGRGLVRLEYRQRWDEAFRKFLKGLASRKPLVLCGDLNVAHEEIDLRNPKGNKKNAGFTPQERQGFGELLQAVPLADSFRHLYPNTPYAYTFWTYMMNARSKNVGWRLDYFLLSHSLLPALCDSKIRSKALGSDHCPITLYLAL
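Readout is kinetic fluorescence (ex 525, em 598 nm) from cleavage of 50 nM TAMRA/BHQ-2 THF abasic duplex by 0.75 nM APE1, compound added 15 min beforehand at RT.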
POLK inh: DNA polymerase kappa (human) inhibition; Q9UBT6; actives 0.53% (n = 400,000); Potency, µM (highest dose often 107 µM), for inactives: at the top dose activity, negative = inhibition, usual class: inhibitors; purified Pol kappa, fluorescent DNA synthesis assay, 10 min; also: potency is read from the fitted curve at half-maximal effect; % is scaled to controls: 0 for no effect and ±100 for the full control effect
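10 nM Pol kappa was preincubated with compounds for 15 min at room temperature. Reaction started with 50 nM (final) substrate. Fluorescence read kinetically at 0 and 10 min.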
Apoferritin bind: candidate novel general anesthetic via apoferritin binding; apoferritin/1-aminoanthracene competitive binding, fluorescence; Potency, µM (titrated, usually from 77.5 µM), without a hit: at the top dose activity change, negative = displacement, usual class: inhibitors; AID 485281; actives 0.074% (n = 350,000); also: potency is read from the fitted curve at half-maximal effect; % is scaled to controls: 0 for no effect and ±100 for the full control effect; nearly all actives have a fitted effect of over 20% in size
Target sequence (P02791 2-175 limits assumed): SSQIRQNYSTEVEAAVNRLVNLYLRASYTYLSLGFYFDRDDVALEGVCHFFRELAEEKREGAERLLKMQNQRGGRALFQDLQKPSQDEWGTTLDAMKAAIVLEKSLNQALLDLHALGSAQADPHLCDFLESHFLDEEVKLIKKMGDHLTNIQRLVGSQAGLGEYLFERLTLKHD
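In PBS, apoferritin at 10 uM is loaded with 1-AMA from a 50% saturated solution. After 10 min of compound exposure at ambient temperature, reduced 535 nm fluorescence indicates probe displacement.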
POLB inh: DNA polymerase beta (human) inhibition | P06746 | Pol beta primer extension/strand displacement, fluorescence kinetic | Potency, µM (doses to about 114 µM), for inactives: at the highest dose activity change, negative = inhibition, most hits filed as inhibitors | actives 1.3% (n = 340,000); also: potency is read from the fitted curve at half-maximal effect; % is scaled to controls: 0 for no effect and ±100 for the full control effect
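Kinetic readout of DNA synthesis with strand displacement by Pol beta. Compound and 10 nM enzyme sit 15 min at room temperature; 50 nM substrate starts the reaction, read immediately and at 10 min.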
LDHA block: LDHA (human) enzyme inhibition. P00338. purified LDHA, NADH/diaphorase-resazurin fluorescence; hits give low values. activity change, % (values are at about 110 or 230 µM). actives 0.15% (n = 480,000); in the data active = activity change below about -30%; inconclusive = mostly about -25% to -30%;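 also: plate controls were DMSO wells for no effect and wells without enzyme for full effect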
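Human LDH5 at 2 nM final in Tris HCl pH 7.4 with 0.06 mM NADH and 0.2 mM pyruvate, reacted 5 minutes at room temperature. Remaining NADH coupled via diaphorase/resazurin; resorufin fluorescence read at 0 and 20 minutes, normalized to enzyme-free and DMSO wells.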
BLM helicase inh: inhibitors of human Bloom syndrome helicase BLM; actives 0.2% (n = 350,000); P54132; Potency, µM (top dose mostly 56.1 µM), without a hit: top-dose activity change, negative = inhibition, usual class: inhibitors; AID 2528; recombinant BLM DNA unwinding, fluorescence dequenching;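 also: potency is read from the fitted curve at half-maximal effect; plate controls were vehicle for no effect and no enzyme for full effect; nearly all actives have a fitted effect of over 35% in size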
Pol iota inh: blocks human DNA polymerase iota activity; Pol iota fluorescent replication assay, 10 min; Q9UNA4; actives 1% (n = 390,000); Potency, µM (doses to about 115 µM), for inactives: top-dose activity, negative = inhibition, usual class: inhibitors; also: potency is read from the fitted curve at half-maximal effect
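Pol iota at 10 nM preincubated 15 min with compounds at room temperature; reaction started with fluorescent substrate, 50 nM final. Fluorescence read kinetically at 0 and 10 min; buffer-only wells as negative control.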
Pol eta inh: inhibitors of human DNA polymerase eta. Q9Y253. recombinant Pol eta, fluorescent DNA replication assay. Potency, µM (doses to about 114 µM), without a hit: top-dose activity change, negative = inhibition, actives largely listed as inhibitors. actives 1.2% (n = 390,000). AID 588591; also: potency is read from the fitted curve at half-maximal effect; % is scaled to controls: 0 for no effect and ±100 for the full control effect
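Pol eta (10 nM) was preincubated with compounds for 15 min at room temperature, after which fluorescent replication substrate (50 nM final) was added to start the reaction. Fluorescence was read kinetically at 0 and 10 min.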
* = called active by the depositor; ? = inconclusive; · = not tested or not shown; & = joins results of further samples; [ ] = remark or other dose. Unless noted, calls follow the shape of the dose curve; as a rule, active = well fitted curve in the direction sought with a large enough effect; inconclusive = small, poorly fitted or top-dose-only effect, or another doubt; inactive = no such curve, though single readings can be large; an effect the other way counts as inactive or inconclusive. An excerpt (hit frequency here may not be typical).

molecule | Glioma ERSR ind | APE1 inh | POLK inh | Apoferritin bind | POLB inh | LDHA block | BLM helicase inh | Pol iota inh | Pol eta inh
O=C(c1cnccn1)N(Cc1cccs1)C1(C(=O)NC2CCCC2)CCCCC1 | -2% | 1% | 0% | 5% | 3% | -10 | 2% | 30% | -20%
COc1ccc(S(=O)(=O)N2CCCC(C(F)(F)F)C2)cc1 (stereo not given) | -2% | -7% | 6% | -14% | 41% | 2 | -4% | 30% | 1%
CN1CCN(c2c(F)cc3c(=O)c(C(=O)O)cn4c3c2OCN4C)CC1 | -4%&-3% | 4% | -12%[60.1 µM] | -2% | -1% | 5 | -13%&12% | 29% | -22%
O=[N+]([O-])c1ccc2ncnc(N3CCN(Cc4ccc5c(c4)OCO5)CC3)c2c1 | -2% | 1% | 0% | -21% | 12% | 4 | -8% | 54%[activator] | 3%
O=C(O)c1ccccc1NN=Cc1ccccc1 | 1% | · | 5% | · | · | 0 | · | -2% | -13%
CN(C)c1cc[n+](CC(=O)c2ccc(-c3ccccc3)cc2)cc1 | -1% | 1% | -1%[60.1 µM] | -20% | -11% | -1 | 93%[activator] | 4% | 0%
O=C(CSc1nnc(-c2ccc(Cl)s2)o1)N1CCc2ccccc21 | · | 1% | · | -6% | -4% | · | 1% | · | ·
Oc1ccc(Nc2nc(-c3ccc(Cl)cc3)nc3ccccc23)cc1 | -12% | · | -5% | -5% | ? | 8 | -11% | -17% | ·
CCCCOc1ccc(C(=O)OCC(=O)Nc2cc(C)on2)cc1 | 1% | -4% | 3% | -8% | -4% | -3 | -6% | 92%[activator] | -17%
COc1ccc(CN2CCC(=O)N([C@H](CO)Cc3ccccc3)CC2)cc1 | -2% | 26% | -2% | -7% | 18% | 0 | -1% | -15% | -4%
CC(C)CC(=O)c1c[nH]c(C(=O)O)c1 | -3% | -2% | 2% | 3% | 1% | -10 | 1% | 64%[activator] | -8%
CCN(c1ccccc1)S(=O)(=O)c1cccc(C(=O)NCc2ccccc2CN2CCOCC2)c1 | -3% | -20% | -5% | · | · | -5 | · | 6% | -18%

Shown with each value named: 4 of the compounds above.
> Oc1ccc(Nc2nc(-c3ccc(Cl)cc3)nc3ccccc23)cc1
  Glioma ERSR ind: -12%; APE1 inh: ·; POLK inh: -5%; Apoferritin bind: -5%; POLB inh: ?; LDHA block: 8; BLM helicase inh: -11%; Pol iota inh: -17%; Pol eta inh: ·

> O=[N+]([O-])c1ccc2ncnc(N3CCN(Cc4ccc5c(c4)OCO5)CC3)c2c1
  Glioma ERSR ind: -2%; APE1 inh: 1%; POLK inh: 0%; Apoferritin bind: -21%; POLB inh: 12%; LDHA block: 4; BLM helicase inh: -8%; Pol iota inh: 54%[activator]; Pol eta inh: 3%

> CN(C)c1cc[n+](CC(=O)c2ccc(-c3ccccc3)cc2)cc1
  Glioma ERSR ind: -1%; APE1 inh: 1%; POLK inh: -1%[60.1 µM]; Apoferritin bind: -20%; POLB inh: -11%; LDHA block: -1; BLM helicase inh: 93%[activator]; Pol iota inh: 4%; Pol eta inh: 0%

> CCN(c1ccccc1)S(=O)(=O)c1cccc(C(=O)NCc2ccccc2CN2CCOCC2)c1
  Glioma ERSR ind: -3%; APE1 inh: -20%; POLK inh: -5%; Apoferritin bind: ·; POLB inh: ·; LDHA block: -5; BLM helicase inh: ·; Pol iota inh: 6%; Pol eta inh: -18%

3 entries already listed, sorted by the value under Pol iota inh, low to high.
molecule	Glioma ERSR ind	APE1 inh	POLK inh	Apoferritin bind	POLB inh	BLM helicase inh	Pol iota inh	Pol eta inh
O=C(O)c1ccccc1NN=Cc1ccccc1	1%	·	5%	·	·	·	-2%	-13%
CN(C)c1cc[n+](CC(=O)c2ccc(-c3ccccc3)cc2)cc1	-1%	1%	-1%[60.1 µM]	-20%	-11%	93%[activator]	4%	0%
CCN(c1ccccc1)S(=O)(=O)c1cccc(C(=O)NCc2ccccc2CN2CCOCC2)c1	-3%	-20%	-5%	·	·	·	6%	-18%

(continued)
molecule | Glioma ERSR ind | APE1 inh | POLK inh | Apoferritin bind | POLB inh | LDHA block | BLM helicase inh | Pol iota inh | Pol eta inh
CCOC(=O)C(=CNc1ccc(C(F)(F)F)cc1Cl)C(=O)OCC | -5% | -1% | 7% | -11% | -6% | 2 | -7% | 62%[activator] | -24%
Cn1c(=O)c2c(=O)cc(N)[nH]c2n(C)c1=O | -4% | 0% | -20% | 0% | ? | -1 | -5% | 42%[activator] | -5%
CCSc1cc(N2CCCC2)nc(-c2ccccc2Cl)n1 | -4% | -2% | 0% | -7% | 2% | -2 | -8% | 3% | -1%
CO[C@H]1COC(=O)C/C=C\[C@H](C)[C@@H](OC)COC(=O)C/C=C\[C@@H]1C | -4% | ? | · | 1%[15.3 µM] | · | · | -2%[12.4 µM] | · | ·
COc1ccc(C(=O)NCCN2CCOCC2)cc1OC | -7% | -1% | 1% | 0% | -4% | -3 | -12% | -3% | -16%
CC(C)CNS(=O)(=O)c1ccc(CCC(=O)N2CCN(Cc3ccc4c(c3)OCO4)CC2)cc1 | -5% | -3% | -12% | -9% | 4% | -1 | 3% | -10% | ?
Cc1nn(CC(=O)N2CCC(C)CC2)c(=O)c2nn(-c3ccccc3)c(C)c12 | 0% | 48%[activator] | 6% | 1% | 14% | -1 | 0% | 13% | 13%
COc1ccc(NC(=S)Nc2cccc(Cl)c2)cc1OC | 4% | -4% | -12% | -11% | 3% | 12 | -4% | 74%[activator] | -12%
O=C(Cc1ccccc1)Nc1cc(-c2nc3cc(Cl)ccc3o2)ccc1Cl | -2% | · | -3% | -7% | 2% | 2 | -1% | -8% | -5%
COc1cc2c(cc1NC(=O)CSc1ccccc1)oc1ccccc12 | 1% | -4% | -2% | 6% | -28% | 5 | -9% | 13% | -26%
Cc1cccc(NS(=O)(=O)c2ccc(C)c(C(=O)NCCCN3CCOCC3)c2)c1 | -4% | 4% | -9% | · | · | -9 | · | 3% | 5%
COc1cc(C(C(=O)NC2CCCCC2)N(Cc2ccco2)C(=O)c2cnccn2)cc(OC)c1OC (stereo not given) | -4% | 13% | 2% | -9% | 38%[activator] | -4 | -7% | 9% | -20%

(next part)
Codes – A = Glioma ERSR ind; B = APE1 inh; C = POLK inh; D = Apoferritin bind; E = POLB inh; F = LDHA block; G = BLM helicase inh; H = Pol iota inh; I = Pol eta inh
> Cc1ccc(-c2nc(C#N)c(N3CCCCC3)o2)cc1
  A = -2%; B = 2%; C = 5%; D = -11%; E = 30%; F = -3; G = 1%; H = 10%; I = -19%
> CC(=O)Nc1cc(NC(C)=O)cc(C(=O)N2CCCC3CCCCC32)c1 (stereo not given)
  A = 2%; B = 17µM*; C = 79µM*; D = 6%; E = ?; F = -5; G = -22%; H = 14µM*; I = 22µM*
> COc1ccc(OCC(=O)Nc2ccc3c(c2)nc(CCN2CCCC2)n3C)cc1
  A = -3%; B = 22%; C = -1%; D = -13%; E = -1%; F = 0; G = -1%; H = 22%; I = -6%
> COc1ccc(Cc2nnc(Nc3ccccc3)s2)cc1Br
  A = -4%; B = -24%; C = -2%; D = 4%; E = 56µM*; F = -11; G = -4%; H = ?; I = ?
> O=[N+]([O-])c1cc(S(=O)(=O)Nc2ccccc2)ccc1Nc1ccccc1
  A = -4%; B = ·; C = ?; D = ·; E = ·; F = 1; G = ·; H = ?; I = ?
> CCCCN(C)C(=O)Cn1cnc2sc(C)cc2c1=O
  A = -2%; B = 14%; C = -13%; D = -13%; E = 19%; F = -7; G = -2%; H = 10%; I = -3%
> Cc1nc(Nc2ccc(F)cc2)nc(Nc2ccc(F)cc2)c1[N+](=O)[O-]
  A = -7%; B = -10%; C = -17%; D = 0%; E = -4%; F = -4; G = 1%; H = -15%; I = 9%
> O=S(=O)(N/N=C\C=C\c1ccccc1)c1ccc(Br)cc1
  A = -6%; B = 3%; C = -4%; D = -14%; E = 15%; F = -2; G = -6%; H = 0%; I = -14%
> O=C(Nc1nnc(-c2ccco2)o1)c1ccc2ccccc2c1
  A = 4%; B = 1%; C = 15%; D = -3%; E = 1%; F = 4; G = 2%; H = -1%; I = -23%
> Cc1ccc(NC(=O)N2CC3CCCN3c3ccccc32)cc1C (stereo not given)
  A = -1%; B = ·; C = -16%; D = ?; E = 10%; F = 17; G = -12%; H = -9%; I = -10%

New compounds follow
Codes – A = Glioma ERSR ind; B = APE1 inh; C = POLK inh; D = Apoferritin bind; E = POLB inh; F = LDHA block; G = BLM helicase inh; H = Pol iota inh; I = Pol eta inh
> Cc1cc(C(=O)OCC(=O)N2CCOCC2)ccc1[N+](=O)[O-]
  A = -1%; B = 1%; C = 8%; D = -8%; E = 17%; F = 0; G = 0%; H = 50%[activator]; I = -11%
> CC(=O)Nc1c(Cl)cc(Cl)c2c1Cc1cc(Cl)ccc1-2
  A = -3%; B = ·; C = -24%; D = ·; E = ·; F = -10; G = ·; H = 11%; I = 1%
> COC(=O)c1c(NC(=O)CSc2ncnc3[nH]ncc23)sc2c1CCC2
  A = -5%; B = -1%; C = -4%; D = -4%; E = -2%; F = -2; G = 0%; H = 92%[activator]; I = -9%
> O=C(Nc1ccc(F)cc1)c1nc(S(=O)(=O)Cc2ccccc2)ncc1Cl
  A = -17%; B = -11%; C = 13%; D = ?; E = 13%; F = 1; G = -4%; H = 12%; I = -10%
> CCOc1cc(CNC(=O)c2ccc3c(c2)nc2n3CCCCC2)ccc1OC
  A = -1%; B = ·; C = -16%[60.1 µM]; D = 42%[activator]; E = 8%; F = 0; G = 2%; H = -3%; I = -10%
> CC(=O)Nc1ccc(NC(=O)C(C)OC(=O)CSCc2cccc(Cl)c2)cc1 (stereo not given)
  A = -4%; B = 31%; C = 4%; D = ·; E = ·; F = -1; G = ·; H = 1%; I = -15%
> CC1(C)CC[C@]2(C(=O)O)CC[C@]3(C)C(=CCC4[C@@]5(C)CC[C@H](O)C(C)(C)[C@@H]5CC[C@]43C)C2C1 (stereo not given in full)
  A = -1%; B = -5%; C = -6%[19.4 µM]; D = ·; E = ·; F = ·; G = -1%; H = ·; I = ·

Screening results as filed in PubChem.
